Screens deposited in PubChem BioAssay by several laboratories.
VLA-4 inh – inhibition in human VLA-4 binding assay, primary screen, VLA-4 allosteric modulator project, MLPCN library, flow cytometry, VLA-4 expressing cells; Integrin alpha-4 (Homo sapiens), P13612; ligand binding flow cytometry; inhibition, % (about 7 µM as worked out from the volumes in the protocol); 330,000 tested, 0.2% active; AID 2557, 2010; in the data active = inhibition above about 50%
RPL19A TOR yeast – RPL19A-GFP expression modulators in yeast, primary screen, cell-based, S. cerevisiae, multiplex flow cytometry, MLPCN. AID 2025, 2009. S. cerevisiae RPL19A-GFP strain, 3 h; hits give low values. 330,000 tested, 0.3% active. percent response vs DMSO, % at 10 µM;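 active = percent response vs DMSO below 50%; inconclusive = fewer than 70 events counted for the yeast strain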;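 also: median channel GFP fluorescence of the barcoded RPL19A-GFP strain; ratio of sample median GFP to plate DMSO average so 100% = DMSO; lower means less RPL19A-GFP as with rapamycin TOR inhibition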
MEP2-GFP yeast – modulators of MEP2-GFP levels in yeast, primary screen, S. cerevisiae, multiplex flow cytometry, MLPCN library. S. cerevisiae MEP2-GFP strain, 3 h; 100% = DMSO control level. 330,000 tested, 0.51% active. GFP response vs DMSO, % at 10 µM;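 active = GFP response versus DMSO above a set limit, roughly screen mean plus 3 SD, cut at about 180% in these data; inconclusive = fewer than 70 cells counted for a yeast strain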;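 also: median GFP fluorescence of the barcode-gated MEP2-GFP cells per well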
GASC-1 inh – inhibitors of GASC-1 histone demethylase, primary screen, biochemical, fluorescence, DELFIA europium; Lysine-specific demethylase 4C (Homo sapiens), Q9H3R0; GST-JMJD2C(1-420) H3K9me3 demethylation; inhibition, % at 2.35 µM; 330,000 tested, 0.069% active; AID 2099, 2009;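 active = more than half of a compound's replicate wells show inhibition beyond 50%, single wells judged on their own value; inconclusive = some, but no more than half, of replicates pass 50% inhibition; inactive = no replicate passes 50% inhibition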;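 also: signal counts dimethyl H3K9 product captured on neutravidin plate; 0% = median of DMSO wells and 100% = 0.3 times that DMSO median; strong numbers were not always called active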
Target sequence (Q9H3R0 1-420 limits assumed): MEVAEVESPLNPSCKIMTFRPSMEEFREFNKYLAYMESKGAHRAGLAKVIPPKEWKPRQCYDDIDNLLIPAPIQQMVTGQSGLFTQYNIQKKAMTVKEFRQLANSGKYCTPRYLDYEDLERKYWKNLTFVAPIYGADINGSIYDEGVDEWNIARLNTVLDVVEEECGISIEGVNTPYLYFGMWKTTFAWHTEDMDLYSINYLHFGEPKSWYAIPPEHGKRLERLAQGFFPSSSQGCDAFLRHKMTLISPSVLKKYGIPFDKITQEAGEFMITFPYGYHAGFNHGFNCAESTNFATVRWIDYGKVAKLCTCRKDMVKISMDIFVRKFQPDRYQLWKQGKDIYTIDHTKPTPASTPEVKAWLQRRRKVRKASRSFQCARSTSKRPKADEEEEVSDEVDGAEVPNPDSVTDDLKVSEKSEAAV
GRK2 aptamer HTS – compounds blocking aptamer binding on GRK2 – biochemical, human GRK2, bead flow cytometry, HTS, primary screen; inhibition of aptamer binding, % at 10 µM; AID 488847, 2010; 330,000 tested, 0.59% active; FAM-aptamer displacement from GRK2; Beta-adrenergic receptor kinase 1 (Homo sapiens), P25098;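 active = inhibition of aptamer binding above 40%, roughly 3 SD of noise, on plates passing a quality check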;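 also: median bead fluorescence of bound FAM aptamer so fluorescent compounds give negative values; no value below 0 was filed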
Target sequence (P25098 whole entry, looked up): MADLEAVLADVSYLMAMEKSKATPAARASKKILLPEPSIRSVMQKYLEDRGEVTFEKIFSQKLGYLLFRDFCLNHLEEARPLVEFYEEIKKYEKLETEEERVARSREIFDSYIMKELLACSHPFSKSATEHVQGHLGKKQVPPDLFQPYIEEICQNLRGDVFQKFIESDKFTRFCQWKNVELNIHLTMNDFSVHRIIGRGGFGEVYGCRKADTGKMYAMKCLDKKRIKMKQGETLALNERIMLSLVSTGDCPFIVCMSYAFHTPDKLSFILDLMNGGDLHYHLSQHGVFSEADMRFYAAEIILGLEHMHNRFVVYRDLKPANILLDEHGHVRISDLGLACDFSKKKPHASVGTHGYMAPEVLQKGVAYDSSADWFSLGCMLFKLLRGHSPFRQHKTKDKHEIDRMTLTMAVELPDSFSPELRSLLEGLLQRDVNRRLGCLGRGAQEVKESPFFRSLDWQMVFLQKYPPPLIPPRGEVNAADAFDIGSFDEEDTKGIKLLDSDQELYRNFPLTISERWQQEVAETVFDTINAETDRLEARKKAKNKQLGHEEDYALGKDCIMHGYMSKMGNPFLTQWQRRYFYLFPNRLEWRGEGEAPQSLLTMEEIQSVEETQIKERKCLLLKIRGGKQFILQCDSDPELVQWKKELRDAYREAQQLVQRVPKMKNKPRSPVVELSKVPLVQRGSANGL
AGP1 TOR yeast – modulators of AGP1-GFP expression in yeast TOR pathway, primary screen, cell-based, multiplex flow cytometry, S. cerevisiae, MLPCN library | 3 h; GFP as percent of DMSO wells | GFP response vs DMSO, % at 10 µM | 320,000 tested, 0.02% active | AID 2066, 2009;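 active = GFP response relative to DMSO above a set limit, near screen average plus 3 SD, cut at about 150% in these data; inconclusive = fewer than 70 cells counted for the yeast strain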;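 also: median GFP channel fluorescence of the gated AGP1 strain per well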
CIT2 TOR yeast – modulators of CIT2-GFP expression in yeast, primary screen, S. cerevisiae, GFP fusion, multiplex flow cytometry, MLPCN library | S. cerevisiae CIT2-GFP strain, 3 h; 100 means same as DMSO wells | GFP response vs DMSO, % at 10 µM | 320,000 tested, 0.065% active | AID 2029, 2009;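 active = GFP response relative to DMSO above a set limit, near the screen mean plus 3 SD, cut at about 150% in these data; inconclusive = Fewer than 70 cells measured for a yeast strain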;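 also: ratio of well median GFP fluorescence to mean of DMSO wells on the plate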
LAP4-GFP MLPCN – modulators of LAP4-GFP expression in yeast, primary screen, S. cerevisiae, multiplex flow cytometry, MLPCN library; 3 h; median GFP as percent of DMSO wells; GFP response vs DMSO, % at 10 µM; 320,000 tested, 0.34% active; AID 2023, 2009;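 active = GFP response vs DMSO above a set limit, about the screen mean plus 3 SD, cut at about 150% in these data; inconclusive = under 70 cell events counted for the yeast strain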
Starred values were filed as active, the others as inactive; ? = inconclusive; · = no result given; & = joins results of further samples; [ ] = dose if it differs, or a comment. Not a hit list; about 1.7% have a hit in one of these screens.

SMILES	VLA-4 inh	RPL19A TOR yeast	MEP2-GFP yeast	GASC-1 inh	GRK2 aptamer HTS	AGP1 TOR yeast	CIT2 TOR yeast	LAP4-GFP MLPCN
COc1ccc(N2CC(C)Cn3c2nc2c3c(=O)[nH]c(=O)n2C)cc1 (stereo unspecified)	5	103	105	3	0	105	112	105
CC(C)c1[nH]nc2c1C(c1cccc(OC(=O)N3CCOCC3)c1)C(C#N)=C(N)O2 (stereo unspecified)	7	97	95	9	1	96	106	98
O=C(O)c1ccc(N/N=C/c2ccc(-c3cccc(Cl)c3)o2)cc1	-1	104	95	0	0	93	87	130
CCC(=O)Nc1ccc(C(=O)Nc2cccc(OC)c2)cc1	7	97	102	-10	0	100	103	96
COc1cc(/C=N/Nc2ccc(Cl)c(C(=O)O)c2)ccc1OC(=O)c1cccs1	1	94	114	·	2	96	90	98
O=C1NC2(CCCCC2)C(=O)N1/N=C/c1ccccc1Br	0	94	93	15	0	99	102	101
CN1CCN(C(=S)c2cn(CCOc3ccccc3)c3ccccc23)CC1	-19	94	96	53	0	98	95	97
N#Cc1nc(-c2ccc(OCc3ccccc3)cc2)oc1NCCN1CCOCC1	-5	95	104	7	0	98	96	121
COc1ccccc1CCNC(=O)C1CCC(=O)N(C2CCCCCC2)C1 (stereo unspecified)	10	110	101	12	2	92	106	72
CCOc1cc(/C=N/NC(=O)c2cccnc2)ccc1O	4	103	103	6	0	107	113	92
O=C(NCc1cccc(Cl)c1)NC(=O)c1csc([N+](=O)[O-])c1	30	100	100	-2	0	105	98	105
Cc1ccc(C(=O)O)cc1NS(=O)(=O)c1ccc2c(c1)oc(=O)n2C	-3	110	109	-2	0	105	102	106
O=C(COC(=O)/C=C/c1cccc(C(F)(F)F)c1)NC(c1ccccc1)c1ccccc1	-8	100	98	-14	0	98	96	104
C(=C\c1ccccc1)/CNCC1CCCO1 (stereo unspecified)	1	100	104	5	0	105	110	96
O=C(Cn1c(=O)oc2cc(S(=O)(=O)N3CCCCC3)ccc21)N1CCCCC1	17	96	99	0	0	95	101	91
CCOC(=O)C(=O)c1cn(C2OCC(OC(C)=O)C(OC(C)=O)C2OC(C)=O)c2ccccc12 (stereo unspecified)	8	43*[may fluoresce violet]	174[may fluoresce violet]	1	0	20[may fluoresce violet]	?	92[may fluoresce violet]
Nc1nnc(Sc2ccc(Cl)cc2[N+](=O)[O-])s1	3	109	109	-11	0	103	104	99
CC(=O)N/C(=C/c1ccc([N+](=O)[O-])cc1)C(=O)O	11	93	97	0	0	100	101	98
O=C(CSc1ccc2nnc(CCNC(=O)c3ccccc3)n2n1)NCc1ccc(F)cc1	-10	100	98	-3	4	103	95	88
COc1ccc(CN(C)CC(=O)Nc2ccccc2-c2ccccc2)c(OC)c1	0	100	100	-16	2	105	98	101
CC(C)NC(=O)c1ccc(-c2ccccc2C(F)(F)F)o1	1	94	95	3	0	89	91	110
Cc1ccc(C(=O)O/N=C/c2c(C)nn(C)c2Cl)cc1	-2	93	100	4	3	91	86	99
COc1ccc(N2CCN(C(=O)C(NC(=O)c3c(F)cccc3F)C(C)C)CC2)cc1 (stereo unspecified)	15	99	95	6	3	97	96	105
CC12CCC(C(=O)N3CCCCC3)(CC1=O)C2(C)C (stereo unspecified)	-10	103	100	22	1	106	100	104
Cn1nnnc1Sc1ncnc2scc(-c3ccsc3)c12	-6	90	88	·	0	85	85	97
COC(=O)COc1ccc(/C=C2\SC(=O)N(CC(=O)Nc3ccccc3F)C2=O)cc1	15	110	109	2	1	108	107	93
Cn1cc(CNC(=O)c2ccc(OC3CCN(Cc4ccccn4)CC3)cc2)cn1	-16	103	107	·	2	101	116	91
CCCc1nc(-c2ccc(-c3ccc(F)cc3)cc2)no1	-2	101	93	0	0	88	·	92
CC1(NC(=O)C23CC4CC(CC(C4)C2)C3)CCS(=O)(=O)C1 (stereo unspecified)	4	102	105	-1	1	111	102	105
CC(CCc1ccccc1)NC(=O)COc1cc(F)ccc1[N+](=O)[O-] (stereo unspecified)	18	87	91	4	1	94	81	117
CSCCC(NC(=O)c1ccc([N+](=O)[O-])cc1Cl)C(=O)OCC(=O)NC(=O)CN1CCCC1=O (stereo unspecified)	4	92	97	-4	0	95	89	94
COc1ccc(C/C(N)=N/OC(=O)c2ccc(Cl)cc2)cc1	18	107	106	-26	0	105	104	103
CS(=O)(=O)N(CC(=O)N1CCc2ccccc2C1)c1cccc(Br)c1	16	98	102	1	0	110	94	120
COc1cc(CN2CCNC(=O)C2CC(=O)N(Cc2nccn2C)C(C)C)cc(OC)c1 (stereo unspecified)	-43	106	100	-4	0	112	100	108
COc1ccc(Br)cc1/C=N/N1CCN(Cc2ccccc2)CC1	-2	89	85	-15	0	78	70	93
C/C(=N/NC(=O)c1ccc(Br)s1)c1ccncc1	1	93	101	0	0	102	105	103
CN(CCOc1ccc(Br)cc1)C(=O)CNC(=O)c1ccc2ccccc2c1	-5	91	87	8	0	80	65	86
COc1ccc(C(=O)c2sc3nc(-c4ccccc4)ccc3c2N)cc1OC	-124	100	98	49	0	98	94	94
COc1cc(CO)c(Br)cc1OCC(=O)Nc1ccccc1C	15	102	104	-8	0	94	104	83
COc1ccc([N+](=O)[O-])cc1NC(=O)Nc1ccc(OC)c(OC)c1	17	99	114	-18	2	102	108	103
CCCCn1c(N)c(N(CCOC)C(=O)c2cc(-c3ccc(C)cc3)nc3ccccc23)c(=O)[nH]c1=O	9	97	93	16	0	102	92	88
Cc1cccc(-n2ccnc2SCC(=O)Nc2cc(C)on2)c1	-5	99	102	0	2	105	100	99
Cc1c(NC(=O)C(C)OC(=O)c2cccnc2)c(=O)n(-c2ccccc2)n1C (stereo unspecified)	5	101	102	-6	2	99	102	88
CCNC(=O)C(=O)NCC1CCCN1S(=O)(=O)c1cccs1 (stereo unspecified)	14	99	97	-5	0	106	97	107
O=C(CS(=O)c1ccc(C(F)(F)F)cc1[N+](=O)[O-])Oc1ccc(Cl)cc1 (stereo unspecified)	20	96	95	-7	3	85	108	129
COc1ccc(N(CC(=O)NC2CCS(=O)(=O)C2)S(=O)(=O)c2cc(C)ccc2C)cc1 (stereo unspecified)	0	103	111	0	1	106	117	94
Cc1ccc(C(=O)Nc2cccnc2)cc1[N+](=O)[O-]	9	101	102	6	6	96	101	89
NC(=S)N/N=C/c1cn(-c2ccccc2)nc1-c1cccnc1	7	98	100	-6	2	109	100	112
CCOCCSC1=C(C#N)C(c2cccs2)C(C(C)=O)=C(C)N1 (stereo unspecified)	6	111	103	0	1	108	102	119
C=CCN1C(=O)C(Cc2ccccc2Cl)SC1=Nc1ccc(C(=O)O)cc1 (stereo unspecified)	-7	97	87	-2	1	87	89	83
CC1CCc2c(sc3ncnc(NCc4cccnc4)c23)C1 (stereo unspecified)	-3	97	95	-38	3	98	98	99
N=c1n(-c2ccccc2)c(O)cc(=O)n1-c1ccccc1	7	89	96	13	0	93	·	95
CC1CCN(C(=O)C2CCCN(S(C)(=O)=O)C2)CC1 (stereo unspecified)	1	95	95	4	0	93	97	92
O=C(Nc1ccc(Cl)c(Cl)c1)Nc1ccc([N+](=O)[O-])cn1	-9	102	102	-2	0	92	91	98
COc1cccc(N2C(=NC(=O)COc3ccccc3)SC3CS(=O)(=O)CC32)c1 (stereo unspecified)	9	109	106	6	0	114	113	107
CCc1nn(CCCC(=O)N(C)Cc2ccccc2)c(=O)c2cc3occc3n12	-18	104	108	1	1	109	104	111
O=C(c1csc2c1CCCC2)n1cccn1	5	96	94	-1	0	101	73	122
COc1ccc(NC(=O)Nc2cccc3ccccc23)cc1OC	2	104	96	-2	6	105	114	92
N/C(=N\OC(=O)Cc1ccc(-c2ccccc2)cc1)c1ccncc1	-3	95	102	-2	0	102	97	110
CCN(C[C@H]1N[C@@](C)(C(=O)OC)[C@H]2C(=O)N(Cc3ccccc3)C(=O)[C@@H]12)C(=O)C1CCCCC1	-4	98	95	·	0	93	84	93

A draw from above in order of formula weight, lowest first.
SMILES	VLA-4 inh	RPL19A TOR yeast	MEP2-GFP yeast	GASC-1 inh	GRK2 aptamer HTS	AGP1 TOR yeast	CIT2 TOR yeast	LAP4-GFP MLPCN
CC1CCN(C(=O)C2CCCN(S(C)(=O)=O)C2)CC1 (stereo unspecified)	1	95	95	4	0	93	97	92
O=C(Nc1ccc(Cl)c(Cl)c1)Nc1ccc([N+](=O)[O-])cn1	-9	102	102	-2	0	92	91	98
CCc1nn(CCCC(=O)N(C)Cc2ccccc2)c(=O)c2cc3occc3n12	-18	104	108	1	1	109	104	111

Other compounds.
SMILES	VLA-4 inh	RPL19A TOR yeast	MEP2-GFP yeast	GASC-1 inh	GRK2 aptamer HTS	AGP1 TOR yeast	CIT2 TOR yeast	LAP4-GFP MLPCN
Cn1c(SCCOc2ccccc2Cl)nnc1-c1ccncc1	10	91	98	-5	0	96	93	93
CC(=O)Nc1ccc(S(=O)(=O)N2CCN(CCC#N)CC2)cc1	2	101	95	8	0	103	102	103
Cc1ccc2c(c1)N(CCC(=O)NC(C)C)C(=O)CO2	7	97	94	-11	2	97	99	92
O=C(c1ccco1)N1CCC(c2nc3ccccc3[nH]2)CC1	-6	99	108	0	2	102	100	105
O=c1c2ccccc2nc(-c2ccc(Cl)c(Cl)c2)n1O	1	104	92	4	2	101	103	97
COc1ccc(N2Cc3cccc(C(=O)O)c3C2=O)cc1	3	104	98	2	61*	91	82	104
O=C1C(=O)N(CCN2CCOCC2)C(c2ccc(Cl)cc2)/C1=C(/O)c1ccc(S(=O)(=O)N2CCOCC2)cc1 (stereo unspecified)	-2	102	103	7	2	105	103	95
O=C(NCc1ccc(Cl)cc1)C1CCC(=O)N(C2CCCCCC2)C1 (stereo unspecified)	5	98	100	14	0	98	97	107
CCOc1cc(C2NC(=S)NC(C)=C2C(=O)Nc2ccc(OC)cc2)ccc1O (stereo unspecified)	8	106	108	2	0	107	110	92
O=C(CN1CC(=O)Nc2ccccc21)Nc1ccc(F)c(F)c1	-64	101	94	-8	0	98	94	98
Cc1cc(NC(=O)c2ccco2)no1	15	101	104	-5	1	104	103	100
C=COC(=O)c1sc2nc(C)cc(C)c2c1N	-1	103	103	-16	0	·	·	·
COc1ccc(-c2nc3cc([N+](=O)[O-])ccc3o2)cc1	17	102	94	3	0	102	96	104
COc1ccc(-c2nnc(N(C)C(=O)c3ccco3)s2)cc1OC	-10	101	95	-5	0	97	91	104
COc1ccc(CCn2c(-c3ccc(Cl)cc3)n[nH]c2=S)cc1OC	-7	102	124	-12	1	107	108	110
COc1ccc(-c2nc(CN3CCN(Cc4cccc(Cl)c4)CC3)c(C)o2)cc1	0	103	117	7	2	101	100	107
Cc1ccc(-c2cc(C(F)F)n3ncc(C(=O)N4CCN(c5ccccn5)CC4)c3n2)cc1	29	101	116	-10&-5	1	102	97	103
NC(=O)C1CCN(C2=C(Cl)C(=O)c3ccccc3C2=O)CC1	-3	96	103	8	0	99	137	102
O=S(=O)(NCCSc1ccccc1)c1cccs1	6	111	105	-3	0	107	·	120
Cn1nnc(C(O)CNCc2cccs2)n1 (stereo unspecified)	30	96	106	2	0	108	84	119
